Screening results from PubChem.
hIAP activ: increases human intestinal alkaline phosphatase activity | P09923 | AID 2524 | 330,000 compounds, 0.16% hits | purified human IAP, CDP-Star luminescence, 30 min; active compounds read high; 1 = vehicle-only enzyme, 0 = enzyme-free background | activation factor at 10 µM;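 active = activation factor of the enzyme at least 2-fold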; also: the source names both 10 and 20 µM as test concentration; values of inactives mirror those of a sister screen read the other way
Target sequence (P09923 whole entry, looked up): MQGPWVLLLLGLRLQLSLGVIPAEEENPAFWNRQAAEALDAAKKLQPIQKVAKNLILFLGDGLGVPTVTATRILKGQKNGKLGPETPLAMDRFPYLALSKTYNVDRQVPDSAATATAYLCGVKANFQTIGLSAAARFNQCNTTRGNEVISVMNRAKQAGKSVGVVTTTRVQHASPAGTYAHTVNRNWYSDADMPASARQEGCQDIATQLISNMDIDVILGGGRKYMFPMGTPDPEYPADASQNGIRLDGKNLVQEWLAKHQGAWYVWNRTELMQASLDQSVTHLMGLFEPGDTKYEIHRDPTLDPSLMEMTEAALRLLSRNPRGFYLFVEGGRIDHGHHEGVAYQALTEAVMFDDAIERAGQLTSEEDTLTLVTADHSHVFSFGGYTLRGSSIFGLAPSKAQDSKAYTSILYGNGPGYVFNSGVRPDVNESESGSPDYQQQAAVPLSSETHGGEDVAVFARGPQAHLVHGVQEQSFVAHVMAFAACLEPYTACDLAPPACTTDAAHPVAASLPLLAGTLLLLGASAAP
hIAP block: human IAP inhibition. P09923. purified IAP, CDP-Star luminescence, 30 min. inhibition, % at 10 µM. 330,000 compounds, 0.12% hits;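 active = inhibition reaching a set limit with compound at 10 µM in the primary screen, cut at about 35% in these data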;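 also: plate controls were DMSO wells with enzyme for no effect and no-enzyme buffer wells for full effect; values of inactives mirror those of a sister screen read the other way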
MPTP inh: inhibitors of mitochondrial permeability transition pore; isolated mouse mitochondria, Ca2+ swelling absorbance, 30 min; inhibition, % at 10 µM; 360,000 compounds, 1.4% hits; AID 602449;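 active = inhibition of 50% or more, scaled per plate between neutral and stimulator controls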;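 also: 0% = DMSO wells given calcium and 100% = 1 mM EGTA wells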
MIN6 prolif: inducers of beta-cell replication in MIN6 cells. MIN6 cells proliferation, ATPlite luminescence, 48 h; cells starved in 0.2% serum; 100% = growth in 10% serum. proliferation, % at 10 µM. 330,000 compounds, 0.29% hits. AID 2380;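 active = compounds whose signal lies at least 3.5 SD above the mean of all wells on their plate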;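 also: 0% = DMSO-treated cells in low-serum medium and 100% = 10% serum control; some compounds called inactive have numbers as strong as hits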
mIAP block: blocks mouse intestinal alkaline phosphatase | 330,000 compounds, 0.2% hits | AID 2806 | purified mouse IAP, CDP-Star luminescence, 30 min | inhibition, % at 10 µM;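 active = inhibition of at least 40% at 10 µM in the primary screen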;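 also: plate controls were DMSO with enzyme for no effect and no enzyme wells for full effect; values of inactives mirror those of a sister screen read the other way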
NR3A LBD binder: modulators (binders) of human NR3A ligand-binding domain | NR3A LBD differential scanning fluorimetry, Tm shift; 0% = protein alone, 100% = glycine-bound protein | Tm shift relative to glycine control, % at 25 µM | 340,000 compounds, 2.5% hits;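 active = melting temperature shift of at least 10% of the positive control shift, at one fixed dose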
A3G deaminase: APOBEC3G (human) deaminase inhibition | Q9HC16 | recombinant A3G, ssDNA deamination FAM/TAMRA fluorescence | inhibition, % at 20 µM | 330,000 compounds, 0.28% hits;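 active = inhibition of at least 40% at 20 µM, with no more than 30% in the related APOBEC3A deaminase screen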;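 also: plate controls were DMSO wells with A3G for no effect and wells lacking A3G enzyme for full effect; some compounds called inactive have numbers as strong as hits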
Target sequence (Q9HC16 whole entry, looked up): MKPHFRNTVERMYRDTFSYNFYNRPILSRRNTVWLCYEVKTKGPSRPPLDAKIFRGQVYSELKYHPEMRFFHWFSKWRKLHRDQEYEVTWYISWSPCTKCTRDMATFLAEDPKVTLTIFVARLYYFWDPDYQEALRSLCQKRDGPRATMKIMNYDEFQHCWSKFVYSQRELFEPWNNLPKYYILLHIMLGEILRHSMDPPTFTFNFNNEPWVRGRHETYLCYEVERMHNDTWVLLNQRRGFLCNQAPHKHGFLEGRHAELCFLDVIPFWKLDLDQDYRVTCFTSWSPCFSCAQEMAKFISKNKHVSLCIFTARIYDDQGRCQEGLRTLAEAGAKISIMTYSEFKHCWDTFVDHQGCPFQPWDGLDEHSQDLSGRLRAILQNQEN
APOBEC3A inh: blocks human APOBEC3A ssDNA deamination; P31941; recombinant A3A, FAM/TAMRA ssDNA deamination fluorescence; inhibition, % at 20 µM; 330,000 compounds, 0.41% hits; AID 493011;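 active = at least 40% inhibition at 20 µM here, with at most 30% in a related deaminase screen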;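 also: plate controls were A3A with DMSO for no effect and wells lacking A3A enzyme for full effect; some results filed as inactive read as strong as hits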
mIAP activ: increases mouse intestinal alkaline phosphatase activity; 330,000 compounds, 0.24% hits; muIAP, CDP-Star luminescence, 30 min; active compounds read high; 1 = vehicle-only enzyme signal, 0 = enzyme-free wells; activation factor at 10 µM; AID 2805;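 active = activation factor of at least 2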; also: the source names both 10 and 20 µM as test concentration; values of inactives mirror those of a sister screen read the other way
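Assay system: mouse IAP enzyme; Reagent: CDP-Star chemiluminescent phosphatase substrate; Compound: DMSO-dissolved test compounds; Incubation: 30 min, room temperature; Technique: luminescence from enzymatic CDP-Star hydrolysis; Controls: DMSO-only wells and no-enzyme negative control.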
* marks the source's active call; other numbers are inactive results; · = no result given.

no.	mol	mIAP block	A3G deaminase	mIAP activ	hIAP activ	MIN6 prolif
1	CC(=O)c1cccc(NC(=O)c2cnccn2)c1	-5	-2	1	0.88	1
2	COc1ccccc1NC(=O)c1ccc(NC(=O)COC(=O)C2CCCCC2)cc1	-7	-8	1.1	1	0
3	O=C(N/C(=C\c1ccccc1)C(=O)N1CCOCC1)c1cccc(Br)c1	-1	5	1	0.99	0
4	CCC(Oc1ccccc1C)C(=O)N1CCCN(C)CC1 (stereo not given)	6	3	0.94	1.1	0
5	CCc1nnc(NC(=O)CN2CCOCC2)s1	-9	-6	1.1	1.1	-1
6	O=C(Cn1ccc(C(F)(F)F)n1)Nc1ccc(S(=O)(=O)NCc2ccco2)cc1	1	-7	0.99	1.3	-4
7	O=C(NC1CCCCC1NC(=O)c1ccco1)c1ccco1 (stereo not given)	-5	-1	1.1	1.1	-2
8	COC(=O)[C@@H](NC(=O)Nc1cccc(OC)c1)C(C)C	9	-3	0.91	0.95	3
9	Cc1ccc(CN2CCCN(C)CC2)c(C)c1	2	-6	0.98	0.8	-1
10	COc1cc(CN2CCN(CCCc3ccccc3)CC2CCO)cc(OC)c1 (stereo not given)	-11	4	1.1	0.94	-4

no.	hIAP block	APOBEC3A inh	NR3A LBD binder	MPTP inh
1	12	1	2	-0.2
2	-2	-5	4	1.8
3	1	-5	2	1.9
4	-8	3	-2	-0.7
5	-8	27	14*	-0.5
6	-33	-7	-1	0.5
7	-8	-3	2	0.2
8	5	1	-2	-0.4
9	20	-3	0	-1.6
10	6	-4	-1	0.7

Continued:
no.	mol	mIAP block	A3G deaminase	mIAP activ	hIAP activ	MIN6 prolif
11	Cc1cc(N2CCN(C)CC2)nc2ccc(NC(=S)NC3CC3)cc12	9	-3	0.91	0.92	0
12	COc1ccc(N2C(=O)c3ccccc3C(C)(C)C2=O)cc1	5	-2	0.95	1.2	-3
13	Cc1ccc(C)c(CSc2nc3[nH]ncc3c(=O)[nH]2)c1	10	-1	0.9	1.3	-2
14	C(=N\N=C\c1ccccn1)/c1ccccn1	-1	-9	1	1	-6
15	O=C(Nc1cccnc1)c1ccccc1NS(=O)(=O)c1ccc(F)cc1	11	-4	0.89	0.92	-3
16	O=C(N/N=C/c1ccc[nH]1)c1ccccc1OCc1ccccc1Cl	26	-9	0.74	1.1	-1
17	Cc1cccc(N(Cc2ccccc2)C(=O)CSC(C)C(=O)Nc2cc(C)on2)c1 (stereo not given)	-1	-9	1	1	1
18	Cc1nc2c(C)[n+](CC(=O)c3ccccc3)ccc2n1C	-1	-2	1	1	-2
19	CCOc1ccc(-c2nc(N)ncc2-c2ccccc2OC)c(O)c1	8	-2	0.92	0.9	-2
20	CCOP(=O)(OCC)/C(=N/OC(=O)c1ccc(Cl)cc1Cl)C(N)=O	6	-2	0.94	0.79	-1

no.	hIAP block	APOBEC3A inh	NR3A LBD binder	MPTP inh
11	8	-2	0	1.0
12	-19	2	-2	-0.3
13	-26	1	-18	1.4
14	-2	-5	0	-1.2
15	8	6	-7	5.7
16	-6	6	-16	-0.4
17	-5	-2	-2	-2.2
18	-4	-5	2	3.0
19	10	0	0	-0.2
20	22	-3	-6	-0.4

Further results
no.	mol	mIAP block	A3G deaminase	mIAP activ	hIAP activ	MIN6 prolif
21	Cc1ccc(OCC(=O)N(C)CC(=O)NCc2ccco2)c(Br)c1	5	9	0.95	1	-3
22	COc1cc2c(cc1OC)CN(c1ccc(-c3ccccc3OC)nn1)CC2	-8	-3	1.1	0.84	-1
23	COc1ccc(CNCC(=O)Nc2ccccc2-n2cccc2)cc1	-11	13	1.1	1	-2
24	Cc1cc(NC(=O)c2ccccc2-c2ccccc2C(=O)O)no1	-4	-3	1	0.93	0
25	Cc1cc(C(=O)OCC(=O)N2CCC(C)CC2)c2ccccc2n1	-9	-8	1.1	1	-3
26	CCN(CC)C(=O)CSc1nnc(-c2ccco2)o1	-10	-3	1.1	1	-1
27	O=C(NC1CCCC1)C(c1ccncc1)N(CCCN1CCOCC1)C(=O)c1ccc(-c2ccccc2)[nH]1 (stereo not given)	-2	-5	1	1.1	-1
28	O=C(Nc1cccc(C(=O)O)c1)/C(=C\c1ccc(F)cc1)NC(=O)c1ccco1	-7	-7	1.1	1.2	-2
29	O=C(Cn1cnc2ccccc21)Nc1ccc(F)c(F)c1	-24	-7	1.2	1.1	-3
30	COc1ccccc1CNC(=O)C(CC(C)C)NC(=O)C1CCC(C)CC1 (stereo not given)	-21	0	1.2	1	-1

no.	hIAP block	APOBEC3A inh	NR3A LBD binder	MPTP inh
21	-5	39	0	1.7
22	16	4	-1	-1.1
23	0	2	1	-0.9
24	7	0	0	-0.4
25	-2	-4	-2	-1.8
26	-2	0	2	-0.6
27	-5	-2	0	-3.9
28	-18	-2	0	-0.5
29	-8	1	-2	-2.6
30	0	4	-2	-1.5

In the list so far, two contain a COOH group.
no.	mol	mIAP block	A3G deaminase	mIAP activ	hIAP activ	MIN6 prolif
24	Cc1cc(NC(=O)c2ccccc2-c2ccccc2C(=O)O)no1	-4	-3	1	0.93	0
28	O=C(Nc1cccc(C(=O)O)c1)/C(=C\c1ccc(F)cc1)NC(=O)c1ccco1	-7	-7	1.1	1.2	-2

no.	hIAP block	APOBEC3A inh	NR3A LBD binder	MPTP inh
24	7	0	0	-0.4
28	-18	-2	0	-0.5

The list goes on:
no.	mol	mIAP block	A3G deaminase	mIAP activ	hIAP activ	MIN6 prolif
31	Cc1ccccc1-n1nnnc1SCc1cc(=O)n2ccsc2n1	1	-1	0.99	1	0
32	Cc1c(CCC(=O)NC2CC2)c(=O)oc2cc(O)ccc12	2	-4	0.97	1.1	0
33	O=C(Cn1nc(-c2ccc(Cl)cc2)ccc1=O)NCc1ccc2c(c1)OCO2	10	-2	0.9	1	1
34	CC(C)=CCC/C(C)=C/CNC(=O)C[C@H]1C[C@H](C(=O)N2CCOCC2)[C@@]2(CCC3CCCC3)c3[nH]c4cc(CCC(=O)N(C)C)ccc4c3CCN2C1=O	-1	3	1	·	·
35	O=C(Cn1cccn1)N1CCCC(Nc2ccc(F)c(F)c2)C1 (stereo not given)	-7	1	1.1	1.1	-5
36	CCOC(=O)C(c1ccccc1)N1CCN(c2ccc(OC)cc2)CC1 (stereo not given)	6	-8	0.94	1	2
37	O=S(=O)(c1ccc(Br)cc1)N1CCCN(Cc2ccccc2F)CC1	1	-1	0.99	1.1	-2
38	COc1ccc(C(=O)Nc2cnc(NC(=O)c3cccs3)cc2C)cc1	-3	-2	1	0.97	0
39	O=C(N/N=C/c1cccc2ccccc12)c1cc2ccccc2o1	-2	-8	1	0.98	-2
40	COc1ccc(C(=O)Nc2nc(-c3ccc(S(=O)(=O)N4CCOCC4)cc3)cs2)cc1	13	-1	0.87	0.82	-3

no.	hIAP block	APOBEC3A inh	NR3A LBD binder	MPTP inh
31	0	2	-3	0.5
32	-6	-2	0	-1.4
33	0	1	-3	-0.4
34	·	0	-6	-0.9
35	-5	2	2	-3.4
36	-2	-6	1	-0.2
37	-10	4	4	-0.3
38	3	10	-7	1.0
39	2	-2	18*	-0.7
40	18	-1	-1	8.0

Single records, as listed above.
Entry for O=C(Cn1cccn1)N1CCCC(Nc2ccc(F)c(F)c2)C1 (stereo not given) = mIAP block = -7; A3G deaminase = 1; mIAP activ = 1.1; hIAP activ = 1.1; MIN6 prolif = -5; hIAP block = -5; APOBEC3A inh = 2; NR3A LBD binder = 2; MPTP inh = -3.4
Entry for COc1ccc(C(=O)Nc2nc(-c3ccc(S(=O)(=O)N4CCOCC4)cc3)cs2)cc1 = mIAP block = 13; A3G deaminase = -1; mIAP activ = 0.87; hIAP activ = 0.82; MIN6 prolif = -3; hIAP block = 18; APOBEC3A inh = -1; NR3A LBD binder = -1; MPTP inh = 8.0

Carrying on.
no.	mol	mIAP block	A3G deaminase	mIAP activ	hIAP activ	MIN6 prolif
41	Cc1cc(C(=O)N2CCN(c3ccc([N+](=O)[O-])cc3)CC2)co1	5	-7	0.95	1	3
42	O=C(Nc1nccs1)C1(S(=O)(=O)c2ccc(Cl)cc2)CC1	6	-5	0.94	1.1	3
43	Nc1ncnc2c1nc(Sc1ccc(Cl)cc1)n2[C@@H]1O[C@@H]2COP(=O)(O)O[C@H]2[C@H]1O	7	-1	0.93	1	-5
44	Cc1[nH]n(C(N)=S)c(=O)c1N=Nc1cc(C(F)(F)F)ccc1Cl	20	-2	0.8	1.3	-5
45	O=C(NCc1ccc(C(=O)O)cc1)OCc1ccccc1	-4	2	1	1.2	-3
46	Cc1nonc1-c1ccc2c(c1)OCO2	-13	3	1.1	0.99	-2
47	CN(C)C(=O)c1ccc(-c2cc(C(F)(F)F)n(C)n2)s1	5	-3	0.95	0.77	-1
48	Cc1ccc(C2(c3ccc(C)cc3)NC(=O)N(CC(N)=O)C2=O)cc1	4	-1	0.96	0.82	-3
49	CCOC(=O)c1c(C)n(CC)c2ccc(OC(=O)c3ccc([N+](=O)[O-])cc3)cc12	7	-5	0.93	0.98	-3
50	COc1ccc(/C=C/C(=O)NC(=S)Nc2ccccc2C(=O)NC2CCCCC2)cc1	11	-6	0.89	1.4	-5

no.	hIAP block	APOBEC3A inh	NR3A LBD binder	MPTP inh
41	-4	-7	1	-0.6
42	-11	0	-2	-2.3
43	-2	2	-3	-1.2
44	-30	-4	12*	5.2
45	-19	4	2	0.4
46	1	3	-10	-0.5
47	23	0	1	-3.1
48	18	1	-1	-0.7
49	2	-1	-11	-3.0
50	-36	-3	28*	1.2

Further results.
no.	mol	mIAP block	A3G deaminase	mIAP activ	hIAP activ	MIN6 prolif
51	CCOC(=O)Cc1csc(NC(=O)c2cnc3sc(C)cn3c2=O)n1	-1	-4	1	0.98	-2
52	Cn1c(=O)c2c(nc(N3CCCCC3)n2CC(O)COc2ccccc2)n(C)c1=O (stereo not given)	0	-7	1	0.94	0
53	O=C(Nc1ccccc1)C1CC(=O)N(Cc2ccccc2)C1 (stereo not given)	3	1	0.97	0.91	-1
54	CC(=O)OCCCNc1cc(Sc2nc3ccccc3s2)c2nonc2c1[N+](=O)[O-]	12	19	0.88	0.98	-6
55	CC(C)c1ccc(C(O)c2nc3ccccc3n2C)cc1 (stereo not given)	4	-9	0.95	1.1	-4
56	COc1cc(NC(=O)CN(c2ccc(C)cc2)S(=O)(=O)c2c(C)n[nH]c2C)cc(OC)c1	-20	1	1.2	1.4	0.0*
57	CC(C)=CCC/C(C)=C/COc1c2occc2cc2ccc(=O)oc12	-3	-4	1	0.91	-5
58	O=C(COC(=O)c1ccc(C(F)(F)F)cc1)Nc1cccc(S(=O)(=O)NC2=NCCCCC2)c1	1	5	0.99	1	3
59	CC1Cc2ccccc2N1S(=O)(=O)c1cccc(C(=O)OCC(=O)NC2CCS(=O)(=O)C2)c1 (stereo not given)	6	1	0.94	1	-4
60	c1cnc2c(SCc3ccc(-c4nnco4)cc3)cccc2c1	5	-2	0.95	0.99	-1
61	COc1ccccc1NC(=O)Cn1c(=O)n(-c2ccccc2)c(=O)c2oc3ccccc3c21	-1	4	1	1.1	0

no.	hIAP block	APOBEC3A inh	NR3A LBD binder	MPTP inh
51	2	-2	-3	0.6
52	6	-5	-1	-0.1
53	9	20	1	0.7
54	2	3	-29	3.6
55	-14	-6	0	0.2
56	-41	3	-15	-0.7
57	9	-1	-12	-0.3
58	-4	-5	-11	-2.4
59	-3	0	0	-2.1
60	1	0	1	-0.5
61	-10	1	-1	-1.6
